Pf apPOL block: Pf-apPOL DNA polymerase inhibition. Recombinant Pf-apPOL, molecular beacon fluorescence, 1.5 h. inhibition, % at 10 µM. hit rate 0.25% among 210,000. AID 1794808
mHTT CaM bind: inhibitors of human mutant huntingtin-calmodulin interaction. P42858. AlphaScreen His-mHTT/GST-CaM binding, luminescence. inhibition, % at 15 µM. hit rate 3.6% among 190,000. AID 1671202;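 further: 0% = both proteins with DMSO and 100% = one protein alone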
Starred values were filed as active, the others as inactive; . = not tested or not shown; & = joins results of further samples. No stated cut-off is given here; in the data, active means inhibition above about 50%; inactive means the rest.

Sample of the layout, three compounds:
canonical_smiles	Pf apPOL block	mHTT CaM bind
Cn1c(=O)c(N2CCN(C(=O)c3ccc(F)c(Cl)c3)CC2)nc2ccccc21	-4	0
CCN(C(=O)c1oc(=O)c2ccccc2c1-c1ccccc1)c1ccccc1	-2	6
CCC1SC(=NC(=O)c2cccs2)NC1=O (centres undefined)	-2	-3

Results, repeating the preview:
canonical_smiles	Pf apPOL block	mHTT CaM bind
Cn1c(=O)c(N2CCN(C(=O)c3ccc(F)c(Cl)c3)CC2)nc2ccccc21	-4	0
CCN(C(=O)c1oc(=O)c2ccccc2c1-c1ccccc1)c1ccccc1	-2	6
CCC1SC(=NC(=O)c2cccs2)NC1=O (centres undefined)	-2	-3
Cc1nnc(-c2cccn2CC(=O)NCc2ccccc2Cl)o1	-2	-6
CC1CCN(C(=O)C2c3ccccc3CCN2CC(=O)NCc2cccc(Cl)c2)CC1 (centres undefined)	-6	16
CCc1ccc(OCC(=O)Nc2ccccc2F)cc1	-4	-52
Cc1nnsc1C(=O)N1CCN(C(=O)C2CC2c2ccc3c(c2)OCO3)CC1 (centres undefined)	-4	-6
CCOC=C1SC(=S)N(N=Cc2cccc(Cl)c2)C1=O	24	.
COc1ccccc1CNC(=O)C1CCN(c2ncnc3c2nc2n3CCCCC2)CC1	1	-1
COc1ccc2nc3sc(C(=O)NCc4ccccc4OC)cc3cc2c1	-1	5
COc1ccc(-c2c(C)oc3c(CN4CCCCCC4)c(O)ccc3c2=O)cc1	-12	0
Cc1ccc(C(=O)Nc2ccc(N(C)C)cc2)cc1Cl	-4	3
O=C(Nc1ccc(COc2ccccc2)cc1)Oc1ccccc1N1CCOCC1	4&0	.
Cc1cc(C)c(O)c(C(CC(C)C)c2cc(C)cc(C)c2O)c1	.	29
Cc1cccc(-n2nnc(C(=O)NC3CCCC3)c2N)c1	-2	-1
CCN(CC)c1ccc(NC(=O)C(NS(=O)(=O)c2cccs2)C(C)C)c(C)c1 (centres undefined)	2	14
CC/C(O)=C(/C#N)c1nc2ccccc2[nH]1	29	7
Cn1c(C2CCN(S(=O)(=O)c3ccc(Br)s3)C2)nc2cccnc21 (centres undefined)	-3	0
CSc1sc(C(=O)NC(C)C)c(-c2cccs2)c1C#N	-18	.
CCn1nc(CNC(=O)c2cccs2)c2ccccc21	-5	-5
COc1cccc(C(=O)Nc2cc(-c3cccnc3)no2)c1	2	-6
COc1nccnc1N1CCC(NC(=O)c2sccc2C)C1 (centres undefined)	-3	0
Cc1cccc(-n2nc(C)c3sc(N4CCC(NC(=O)C5CCCCC5)CC4)nc32)c1	-6	4
CCOc1ccc(OCc2ccc(C(=O)NCc3cccnc3)o2)cc1	2	4
N#Cc1c(Oc2ccccc2)ccc([N+](=O)[O-])c1Oc1ccccc1	-1	.
O=C(CSc1nnnn1-c1ccccc1)Nc1cccc([N+](=O)[O-])c1	11	-4
Cc1nn(C)c(C)c1Nc1ccc(N2C(=O)CCCC2=O)cc1[N+](=O)[O-]	-14	1
Cc1sc2cc(C(=O)N3CCOCC3)[nH]c2c1CN1CCCC1	-3	24
CC1(C(F)(F)F)NC(=O)NC1=O (centres undefined)	.	2
Cc1ccc(NC(=O)c2ccc(C)c(C)c2)c(Br)c1	0	-11

Single entries from the list.
Reading for COc1cccc(C(=O)Nc2cc(-c3cccnc3)no2)c1 under Pf apPOL block: 2
Reading for O=C(CSc1nnnn1-c1ccccc1)Nc1cccc([N+](=O)[O-])c1 under Pf apPOL block: 11
Reading for CCc1ccc(OCC(=O)Nc2ccccc2F)cc1 under mHTT CaM bind: -52
Reading for Cc1ccc(NC(=O)c2ccc(C)c(C)c2)c(Br)c1 under mHTT CaM bind: -11
Reading for Cn1c(=O)c(N2CCN(C(=O)c3ccc(F)c(Cl)c3)CC2)nc2ccccc21 under Pf apPOL block: -4

Looked up by compound from above, five records:
canonical_smiles	Pf apPOL block	mHTT CaM bind
CCOC=C1SC(=S)N(N=Cc2cccc(Cl)c2)C1=O	24	.
O=C(CSc1nnnn1-c1ccccc1)Nc1cccc([N+](=O)[O-])c1	11	-4
COc1ccc2nc3sc(C(=O)NCc4ccccc4OC)cc3cc2c1	-1	5
COc1cccc(C(=O)Nc2cc(-c3cccnc3)no2)c1	2	-6
Cc1nnsc1C(=O)N1CCN(C(=O)C2CC2c2ccc3c(c2)OCO3)CC1 (centres undefined)	-4	-6

Back to the main list, repeating the 2 entries before the break.
canonical_smiles	Pf apPOL block	mHTT CaM bind
CC1(C(F)(F)F)NC(=O)NC1=O (centres undefined)	.	2
Cc1ccc(NC(=O)c2ccc(C)c(C)c2)c(Br)c1	0	-11
CC1CCN(Cc2csc(N3CCN(C(=O)CCc4ccccc4)CC3)n2)CC1	-5	11
O=C(O)CSc1nnc2c(n1)[nH]c1ccccc12	-4&-10	1&6
Cn1c(CNC(=O)C2CCC2)nc2c1CN(C(=O)c1ccsc1)CC2	0	6
CC1(C)CC(=O)C2=C(C1)Nc1ccccc1N(C(=O)c1ccccc1)C2c1ccc2c(c1)OCO2 (centres undefined)	-1	27
Cc1ccc2nc3c(cc(C(=O)NCC4CCCO4)c(=N)n3Cc3ccco3)c(=O)n2c1 (centres undefined)	8	6
COCCC1CCN(C(=O)CCc2ccccc2)CC1	4	-1
Fc1ccc(CN2CCc3nc(Nc4ccc5c(c4)OCCO5)ncc3C2)c(F)c1	-3	58*
N=c1c(C(=O)NCc2cccnc2)cc2c(=O)n3ccccc3nc2n1CCN1CCOCC1	-5	-2
Cn1nccc1C(=O)N1CCC(c2cc(-c3ccc(F)cc3)n[nH]2)CC1	-10	0
O=C(c1ccoc1)N1CCC(n2c(-c3ccco3)nc3cccnc32)C1 (centres undefined)	-4	3
Cc1ccc([N+](=O)[O-])cc1S(=O)(=O)Nc1ccc(Cc2ccncc2)cc1	2	0
O=C(NC1CCCC1)C(c1cc2c(cc1[N+](=O)[O-])OCO2)N1CCOCC1 (centres undefined)	-3	-1
CC(=O)CC1(O)C(=O)Nc2ccc(Br)cc21 (centres undefined)	7	-6
Cc1cc2c(=O)n(CC(=O)NC(C)C)ccc2s1	0	-8
COC(=O)[C@H](C(C)C)N(Cc1cn(Cc2ccccc2)nn1)S(=O)(=O)c1ccc(F)cc1Br	-8	-7
CC1(C)Cc2cccc(OCC(=O)NCC3CN(c4ccccc4)C(=O)O3)c2O1 (centres undefined)	-6	-12
CC(=O)n1cc(/C=C2\N=C(c3ccccc3C)OC2=O)c2cc(Br)ccc21	-4	8
Cc1c(C(=O)Nc2ccc(F)cc2)oc2ccc(S(=O)(=O)N3CCOCC3)cc12	-6	41
CC1(C)COC(=O)C1OC(=O)c1ccccc1C(=O)O (centres undefined)	-1	-4
CCn1nccc1C(=O)N1CC2CC(NC(=O)c3cccs3)C1C2 (centres undefined)	1	1
CC(C)c1cc(C2CCCN2C(=O)c2nn(C)cc2Cl)no1 (centres undefined)	-2	5
NNC(=O)c1cc(COc2c(Cl)cccc2Cl)on1	8	.
O=C(c1ccccc1Cl)N1CCCCCC1	0	0
CCc1cccc(NC(=O)c2ccc(C)o2)c1	6	-3
Cc1ccc(CNC(=O)C2CCc3sc(C(=O)N4CCCC4)cc3C2)o1 (centres undefined)	0	8
Cc1nccn1CCNC(=O)COc1ccc(F)cc1	-7	-12
c1ccc(-n2ncc3c(NCCc4cccs4)nnnc32)cc1	-31	-13
CCOc1ccccc1Nc1nc(C)nc2sc(C)cc12	-5	-2
CCC(=O)N1CCN(c2nc3c(s2)CC(C(=O)Nc2ccc(C)cc2)CC3)CC1 (centres undefined)	6	9
CC1=C(C(=O)Nc2ccccn2)C(c2ccc(Br)cc2)C2=C(CCCC2=O)N1 (centres undefined)	-16	-3

New compounds follow.
canonical_smiles	Pf apPOL block	mHTT CaM bind
O=C(NCc1cccs1)c1cc2c(s1)CN(Cc1ccccc1)C2	28	5
CCNc1cc(N2CCC(CCC(=O)N3CCCC3)CC2)ncn1	-7	1
CC(C)(Oc1ccc(Cl)cc1)C(=O)Nc1nnc(-c2ccccc2)s1	5	-4
CCC(C)c1ccccc1OCCOCCN1CCCC1 (centres undefined)	-11	2
CC(=O)Nc1ccc(C(=O)NCc2ccc(N(C)C)cc2)c(N2CCCCC2)c1	2	13
Cc1ccc(C(=O)NC(C)C)c(C2CCN(CC(C)C)CC2)n1	-4	-2
CC1=NOC(=O)/C1=C/c1ccc(OCc2ccc(C)cc2)c(Cl)c1	-5	33
O=C(O)c1ccc(/C=C/c2ccc3cccc(O)c3n2)cc1	5	7
Cc1cccc(OCC(=O)Nc2ccc(-c3nc4ncccc4o3)cc2)c1	-1	1
CC(=O)Nc1nc(CC(C)C)cc(-c2ccco2)c1C#N	-2	-4
COc1ccc(-c2nc(-c3ccncc3)no2)cc1F	-5	-4
O=[N+]([O-])c1cccc(CN2CCC(Cc3ccccc3)CC2)c1	-10	4
CC1CCCN(Cc2cc(=O)[nH]c(-c3ccccc3)n2)C1 (centres undefined)	-4	2
O=C(Nc1cccc(C(F)(F)F)c1)N1CCN(c2c(Cl)cncc2Cl)CC1	2	.
Cc1cc(C2C(C#N)=C(N)N(c3ccc([N+](=O)[O-])cc3Cl)C3=C2C(=O)CCC3)c(C)s1 (centres undefined)	-2	22
COc1cccc(-c2cc(C(=O)Nn3cnnc3)c3ccccc3n2)c1	10	5
Cc1nc(C)c(C(=O)Nc2cc(Cl)ccc2C)s1	2	0
CCOc1ccc(NC(=O)CN(c2cccc(OC)c2)S(C)(=O)=O)cc1	2	2
Fc1ccc(F)c(CNc2nnc(-c3nc(C4CC4)no3)c3ccccc23)c1	2	4
Cc1nn(C(=O)CCN2C(=O)c3ccccc3C2=O)c(C)c1Br	71*	-3
Cc1nc2ccc(NC(=O)N3CCN(c4ccccc4)CC3)cc2nc1C	0	14
COc1ccc(C(=O)N2CCc3cc(OC)c(OC)cc3C2COc2ccc3c(C)cc(=O)oc3c2)c(OC)c1 (centres undefined)	-3	15
Cc1ccc2ncc(C(=O)Nc3ccc(OC(F)(F)F)cc3)c(=O)n2c1	-5	0
O=C(c1ccc(F)c(F)c1)N1CCCN(c2cc(-c3ccc4c(c3)OCO4)[nH]n2)CC1	-8	18
CCc1c(C(=O)N2CCOCC2)c(CC(C)C)nn1-c1ccc(C)cc1	0	23
COc1ccc(CSc2nc(C)[nH]c2[N+](=O)[O-])cc1Br	0&-3	16&16
Cc1ccc(C)c(CN2C(=O)NC3(CCN(C(=O)c4cccc(C#N)c4)CC3)C2=O)c1	1	17
O=C1C2C3C=CC(C4CC34)C2C(=O)N1C12CC3CC(CC(C3)C1)C2 (centres undefined)	-2&-2	-2&-6
CCOC(=O)Cn1c(=O)c(-c2nc(C(C)(C)C)cs2)cn(C(C)C)c1=O	6	.
CCN(CC)CCC(c1cc(OC)c(OC)c(OC)c1)c1c(OC)cc(OC)c2ccc(=O)oc12 (centres undefined)	-8	4

New compounds follow
canonical_smiles	Pf apPOL block	mHTT CaM bind
O=C(CN1CCOCC1)N1c2ccccc2Sc2ccc(Cl)cc21	0	7
CCn1cc(C(=O)O)c(=O)c2cc(F)c(N3CCN(C(=O)c4cccc(C)c4)CC3)cc21	2	-6
O=C(NCc1cc(F)cc2c1OCOC2)c1ccc2nonc2c1	-5	.
Cc1c(C(=O)Nc2cc(C(=O)O)cc(C(=O)O)c2)cccc1[N+](=O)[O-]	-5	-1
Cc1ccc(-n2c(N3CCC(C(=O)NCC(C)C)CC3)nc3ccsc3c2=O)cc1	2	14
Cc1cc(C)c(C(N)=O)c(Oc2ccc(Cl)cc2C)n1	1	-6
NS(=O)(=O)c1ccc(NS(=O)(=O)c2ccc(NC(=S)Nc3ccccc3)cc2)cc1	.	11
Cc1ccc(C)c(NC(=O)Cn2nc(N3CCCC(C)C3)c3ccccc3c2=O)c1 (centres undefined)	-3	-1
CN(C)S(=O)(=O)c1ccc(-c2csc(-c3ccc(Cl)cc3)n2)cc1	0	2
COc1ccccc1CNC1=NCCNC12CCCCC2	-2	-7
CCCNc1cc(N2CCCC(CCC(=O)NCCN3CCOCC3)C2)ncn1 (centres undefined)	-10	1

Screens from PubChem BioAssay.

This is a subset; count on the stated rates, not on these rows.
